Screening results deposited in PubChem by several laboratories.
S1P3 antag = S1P3 (human) receptor antagonism | Q99500 | CHO S1P3 NFAT-BLA reporter, FRET fluorescence, antagonist mode | inhibition, % at 4.98 µM | hit rate 0.27% among 170,000;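 active = inhibition above the plate cutoff, the mean inhibition of test wells on that plate plus 3 SD, cut at about 28% in these data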;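 note: cells challenged with S1P at its EC80 of 0.8 µM; blue over green emission ratio from cleaved BLA substrate after 4 h stimulation; 0% = S1P-stimulated wells and 100% = unstimulated DMSO-only wells; some compounds past the cut are filed as inactive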
G6PDH counter = counter-screen for G6PDH assay hits: L. mesenteroides G6PDH inhibition; Purified L. mesenteroides G6PDH, diaphorase/resazurin coupled fluorescence, 45 min; inhibition, % at 5 µM; hit rate 0.12% among 200,000; AID 1020
Diaph inh CS = inhibits diaphorase or chemically oxidizes, flagging diaphorase assay artifacts. diaphorase resazurin-to-resorufin fluorescence, NADH, 16 min; bacterial (C. kluyveri) enzyme, not human. inhibition, % at 20 µM. hit rate 0.69% among 190,000;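 active = primary screen inhibition at 20 µM above a set limit, cut at about 50% in these data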;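 note: plate controls were DMSO with full reaction for no effect and wells lacking NADH for full effect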
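System: Diaphorase enzyme from Clostridium kluyveri | Amount: Enzyme working solution with 0.14 U/mL diaphorase | Benchmarks: No-NADH positive control and DMSO neutral control | Signal: Fluorescence of resorufin formed from resazurin, Ex 544/Em 590 nm | Schedule: 16-min room-temperature incubation before reading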
Redox H2O2 prof = compounds producing H2O2 with reducing agent – biochemical, NIH compound library profiling, artefact control for MLSCN library redox annotation, primary screen. DTT-dependent redox cycling H2O2, phenol red/HRP absorbance; 100% = 100 µM peroxide control, 0% = buffer. activation, % at 10 µM. hit rate 0.03% among 200,000. AID 878;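 active = activation of at least 50% relative to the plate's high and low controls in the primary single-dose screen; inactive = activation below 50%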;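 note: compound incubated with DTT at 0.8 mM final as the reducing agent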
TLR4-MyD88 BLA = TLR4-MyD88 interaction inhibition in cells; HeLa CL3-4 TLR4/MyD88 BLA complementation, FRET ratio; AID 861; hit rate 0.18% among 200,000; O00206+Q99836; inhibition, % at 8.4 µM; in the data active = inhibition above about 25%;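 note: 0% = vehicle and 100% = reference inhibitor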
Target sequence (O00206 whole entry, looked up): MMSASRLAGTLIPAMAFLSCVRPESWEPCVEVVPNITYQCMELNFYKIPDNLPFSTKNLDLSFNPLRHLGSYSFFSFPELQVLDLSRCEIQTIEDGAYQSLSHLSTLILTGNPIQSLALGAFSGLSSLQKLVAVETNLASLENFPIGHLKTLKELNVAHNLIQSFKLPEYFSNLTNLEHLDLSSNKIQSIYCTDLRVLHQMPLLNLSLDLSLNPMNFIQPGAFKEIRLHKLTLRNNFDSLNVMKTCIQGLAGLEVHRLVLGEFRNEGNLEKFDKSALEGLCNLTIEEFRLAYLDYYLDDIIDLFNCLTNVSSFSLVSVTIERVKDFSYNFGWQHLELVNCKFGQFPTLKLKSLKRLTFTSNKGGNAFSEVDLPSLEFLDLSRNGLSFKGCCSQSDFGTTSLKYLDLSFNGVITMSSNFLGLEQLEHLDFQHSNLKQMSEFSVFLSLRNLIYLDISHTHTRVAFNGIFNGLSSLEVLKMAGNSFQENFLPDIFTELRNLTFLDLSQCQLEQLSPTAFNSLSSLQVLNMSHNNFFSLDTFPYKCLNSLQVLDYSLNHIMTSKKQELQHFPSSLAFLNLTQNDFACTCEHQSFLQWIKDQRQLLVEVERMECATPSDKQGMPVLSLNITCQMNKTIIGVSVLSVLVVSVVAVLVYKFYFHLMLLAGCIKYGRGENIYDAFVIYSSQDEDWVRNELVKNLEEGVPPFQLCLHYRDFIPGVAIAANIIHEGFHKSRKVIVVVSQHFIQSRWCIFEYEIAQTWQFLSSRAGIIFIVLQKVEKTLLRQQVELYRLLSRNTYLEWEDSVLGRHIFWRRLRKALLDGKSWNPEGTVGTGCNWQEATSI
Target sequence (Q99836 whole entry, looked up): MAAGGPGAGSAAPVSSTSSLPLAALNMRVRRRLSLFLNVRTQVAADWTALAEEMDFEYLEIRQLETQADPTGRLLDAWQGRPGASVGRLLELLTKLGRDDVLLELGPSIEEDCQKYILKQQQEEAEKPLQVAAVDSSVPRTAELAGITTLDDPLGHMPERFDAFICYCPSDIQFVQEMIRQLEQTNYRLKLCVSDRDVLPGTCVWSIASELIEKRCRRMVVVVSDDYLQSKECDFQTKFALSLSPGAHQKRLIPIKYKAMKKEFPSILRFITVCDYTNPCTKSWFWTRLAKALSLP
RAM network inh = yeast RAM network inhibition; S. cerevisiae dse1pr::URA3 reporter, 5-FOA growth OD615, 2 d; analog-sensitive cbk1-as2 kinase mutant strain; inhibition, % at 50 µM; hit rate 1.8% among 190,000;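 active = inhibition above a set limit, 3 SD over mean compound inhibition, cut at about 8.4% in these data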;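 note: 0% = DMSO-only wells with no growth and 100% = 10 µM 1-NA-PP1 full growth; inhibition rescues growth on 5-FOA so higher OD means more RAM inhibition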
PMI activator = increases human mannose-6-phosphate isomerase activity; P34949; purified human PMI, coupled resazurin fluorescence, 20 min; hits give high values; 1 = vehicle control, 0 substrate-free wells; activation factor at 20 µM; hit rate 0.005% among 190,000; AID 1214;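 active = activation factor of 2 or more at 20 µM, relative to plate controls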
PMI act hi M6P = PMI (human) activation, high substrate; P34949; coupled PMI enzyme assay, resazurin fluorescence, 20 min; hits give high values; 1 = untreated enzyme, 0 = substrate-free blank; activation factor at 20 µM; hit rate 0.34% among 190,000; AID 1216;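 active = activation factor of 2 or more at 20 µM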
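Test system: Human PMI in coupled enzyme assay | Input: 15 ng/mL PMI | Medium: HEPES-buffered pH 7.4 with magnesium and detergent | Compound: One concentration, 20 µM, in 1% DMSO | Incubation: Enzyme reaction with compound 20 min at room temperature | Detection: Diaphorase-driven resazurin-to-resorufin fluorescence, excitation 544, emission 590 nm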
Diaphorase act = diaphorase activation or chemical reduction counter-screen. activation factor at 20 µM. hit rate 0.005% among 190,000. Diaphorase/resazurin coupled assay, resorufin fluorescence, 16 min; hits give high values; 1 = vehicle wells, 0 = NADH-free wells;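 active = diaphorase activity raised at least twofold by the compound at 20 µM; inactive = activation factor below 2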
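Material: purified diaphorase enzyme from Clostridium kluyveri / Medium: HEPES pH 7.4 buffer with MgCl2 and Tween 20 / Schedule: enzyme reaction of 16 min at room temperature / Measured by: resorufin fluorescence, excitation 544 nm, emission 590 nm / Evaluation: rise in resorufin formation, marking diaphorase activation or chemical reduction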
Hsp70 act = transcriptional activators of Hsp70. HeLa Hsp70 promoter luciferase reporter, luminescence; scaled: vehicle 0, proteasome-inhibitor control 100%. activation, % at 10 µM. hit rate 0.04% among 200,000. AID 1203;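 active = activation above the mean across all tested compounds plus 3 SD, cutoff set per campaign, cut at about 5.5% in these data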;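 note: 100% = MG132 at 30 µM as the positive control and 0% = DMSO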
L major viab = inhibitors of Leishmania major promastigote growth; hit rate 9% among 200,000; inhibition, % at 10 µM; Leishmania major promastigotes, resazurin fluorescence viability;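 note: promastigotes grown with compound for 44 hours at 28 °C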
* hit, by the source's call; / = not tested or not shown. Cut-off read from the data, not from the text of the source, unless noted: active = inhibition above about 50%; inactive = the rest.

Order of values – L major viab	Diaph inh CS	Hsp70 act	PMI act hi M6P	Diaphorase act	RAM network inh	Redox H2O2 prof	S1P3 antag	TLR4-MyD88 BLA	PMI activator	G6PDH counter
CCCCOc1ccc(C(O)(CCC)CCN2CCOCC2)cc1 (stereo unspecified)
 : 3	8	0.1	1.1	0.9	0.7	0.9	23	7	1.1	-2
Fc1ccc(-n2nnc(-c3cnc4ccccc4c3)n2)cc1
 : -2	15	0.0	1	0.9	2.7	0.1	-5	-8	1.1	7
CC(=O)c1cc(F)c(N2CCOCC2)cc1C
 : -4	-4	-0.3	1.1	1	1.4	0.1	/	-3	1	4
Cc1ccc2[nH]c3c(N4CCOCC4)ncnc3c2c1
 : 35	8	-0.3	1	0.9	1.5	-0.1	/	5	0.9	-1
C=C(C)Cn1c(SCCCO)nc2c1c(=O)[nH]c(=O)n2C
 : -9	9	-0.2	1	0.9	-0.2	2.5	6	2	1	-2
Cc1ccc(N(C(C)C(=O)NCc2ccncc2)S(C)(=O)=O)cc1C (stereo unspecified)
 : -9	10	0.3	0.9	0.9	0.2	-2.0	-2	-18	1	4
O=C1c2ccccc2NC(c2cnc3ccccc3n2)N1O (stereo unspecified)
 : 0	0	0.0	1.2	1	-0.7	0.3	-2	8	1.2	22
COc1ccccc1C1(CCNS(=O)(=O)c2ccc(C)cc2)CCOC(C(C)C)C1 (stereo unspecified)
 : 83*	26	-0.5	0.9	0.7	13*	0.6	-4	3	0.8	4
CCN(CC)CCNC(=O)Cn1nc(Cc2cccnc2)c2ccccc2c1=O
 : 13	11	0.0	1	0.9	-0.6	-1.0	9	-5	1	12
Cc1ccnc(NC(=S)NC(=O)c2cccs2)c1
 : -2	14	0.0	1.1	0.9	0.6	0.1	-5	6	0.9	-18
Cc1cc(OC(=O)c2ccccc2Cl)ccc1N1C(=O)CCC1=O
 : -7	6	0.4	0.9	0.9	-1.3	-0.6	3	5	1	8
Cc1cccc(NC(=O)Nc2ccncc2)c1
 : 13	2	0.1	1	1	3.0	-0.2	-11	-9	1	2
O=C(Nc1ccccc1C(=O)NC1CCCCC1)c1ccco1
 : 7	4	0.0	1.1	1	0.1	0.3	/	-11	1	6
CC(=O)Nc1cccc2c1C(=O)N(c1ccccc1OC(C)=O)C2=O
 : -5	12	-0.4	0.9	0.9	2.1	0.0	-13	-2	0.9	14
CSc1cccc(NC(=O)Nc2ccccc2)c1
 : 2	12	0.4	0.9	0.9	1.2	-1.4	-18	-10	0.9	1
CCCCn1c(=O)[nH]c(=O)c2c(C(=O)OCC)cc(-c3cccs3)nc21
 : 19	14	0.1	0.9	0.9	4.9	0.4	-1	-17	1	1
CC(OC(=O)c1cccnc1Cl)C(=O)Nc1ccc(S(N)(=O)=O)cc1 (stereo unspecified)
 : -1	-23	-0.4	1.3	1.2	-0.6	-0.3	-13	-14	1.3	14
Cc1ccc(C)c(NC(=O)c2ccc(OC(=O)c3ccco3)cc2)c1
 : 1	-2	-0.3	1.1	1	1.3	0.4	/	8	1.1	-2
COC(=O)N/N=C/c1ccc(-c2ccc(C)c(Cl)c2)o1
 : 3	8	-0.4	0.9	0.9	2.6	0.4	-2	-3	0.8	-18
COc1ccc(O)c(C(=O)c2cnc3c(c2)c(-c2ccc(F)cc2)c(C#N)c(=O)n3C)c1
 : 52*	15	-0.2	0.8	0.9	4.0	-0.4	2	-3	1.1	2
Cc1cc(=O)oc2cc(OCC3CC(c4ccc(Br)cc4)=NO3)ccc12 (stereo unspecified)
 : -3	4	0.1	0.9	1	5.2	-0.2	/	-15	0.9	5
CCOc1ccc(NC(=O)CCC(=O)N/N=C/c2ccc3c(c2)OCO3)cc1
 : 2	4	-0.2	1	1	0.6	-0.6	-1	13	1.1	6
CC1CCC(=NNc2ccc(C(F)(F)F)cc2[N+](=O)[O-])CC1 (stereo unspecified)
 : -6	3	-0.3	1	1	1.6	0.0	-20	-12	0.9	7
C=CCn1c(C)c(C(C)=O)cc(NC(=O)c2ccccc2)c1=O
 : 1	3	-0.4	1.1	1	0.8	-2.1	17	-3	1.1	0
Cc1cc(N2CCN(C)CC2)ccc1NC(=O)c1c2c(nc3ccccc13)CCN(Cc1ccccc1)C2
 : 100*	-10	-0.3	0.9	1.1	2.3	0.5	-12	-16	0.9	-1
Cc1ccc(SCC(=O)NCCC2=CCCCC2)cc1
 : 1	5	0.1	0.9	0.9	2.3	0.6	/	1	0.9	5
CCOC(=O)C1=C(C)NC(=S)NC1c1cccs1 (stereo unspecified)
 : -4	-2	-0.5	1	1	0.8	-0.1	-5	-5	1	6
COCCn1cnnc1SCC(=O)c1ccc(S(=O)(=O)N2CCCC2)cc1
 : -8	27	-0.2	0.9	0.7	3.6	-0.3	-12	2	1	8
Cc1nn(Cc2ccccc2)c2c1C(c1ccco1)C(C#N)=C(N)O2 (stereo unspecified)
 : -9	1	-0.4	1.2	1	0.3	3.1	-17	-21	1.1	2
On1nnc2cc(C(F)(F)F)ccc21
 : -14	4	-0.3	1	1	0.4	-1.9	-5	-7	1.1	-5
CN(CC(=O)Nc1ccccc1Br)Cc1nc2ccccc2c(=O)[nH]1
 : -4	5	-0.3	1	1	0.0	0.0	/	0	1	-19
Cc1ccc(C(=O)OC2CCS(=O)(=O)c3sccc32)cc1 (stereo unspecified)
 : -1	9	-0.1	0.9	0.9	-0.1	2.2	/	0	1	1
COc1ccc(-c2nc3c4ccccc4ccn3c2C=O)cc1
 : 1	/	-0.3	/	/	3.0	12	10	3	/	8
COc1ccc(OC)c(C2C(C(=O)Nc3ccc(F)cc3)=C(C)Nc3nc(CCCO)nn32)c1 (stereo unspecified)
 : -9	3	-0.4	1	1	3.2	-0.2	-4	-12	0.9	2
CCCN1CCN(C(=S)Nc2ccccc2C(F)(F)F)CC1
 : -7	-8	-0.3	1.2	1.1	0.3	0.2	-8	4	1.1	16
CCCN(CCC)S(=O)(=O)c1ccc(C(=O)OCCN2C(=O)c3cccc4c(N5CCOCC5)ccc(c34)C2=O)cc1
 : 14	0	0.2	1	1	7.1	0.0	7	21	1	-2
CCN(C(=O)CN1CCN(c2ccccc2)CC1)c1c(N)n(Cc2ccccc2)c(=O)[nH]c1=O
 : -8	19	0.1	0.9	0.8	3.0	0.8	-4	-3	0.9	-4
CC1(c2ccccc2)CC(C)(C)N2C(=O)C(=O)c3cccc1c32 (stereo unspecified)
 : 0	-11	-0.1	1	1.1	-0.3	0.8	-16	-5	1	14
CCOC(=O)N1CCN(C(=O)c2cn(CC)c3ccc(S(=O)(=O)N4CCC(C)CC4)cc3c2=O)CC1
 : -7	0	-0.2	1.1	1	0.0	1.0	-6	-9	1.2	9
C=CCn1cc(-c2cccc(Cl)c2)cc(C#N)c1=O
 : -5	13	-0.3	1	0.9	1.4	0.2	/	0	1.1	0
N#CC1=C(N)Oc2n[nH]c(-c3cccs3)c2C1c1ccco1 (stereo unspecified)
 : -4	9	0.1	0.9	0.9	-0.8	0.9	-10	-14	0.9	14
CCOC(=O)C1CCN(c2cc(=O)n(C3CCCCC3)c(=O)[nH]2)CC1
 : -3	10	0.0	0.8	0.9	5.2	1.3	-56	8	0.9	14
CC1S/C(=C(\C#N)C(=O)NCc2ccco2)N(Cc2ccco2)C1=O (stereo unspecified)
 : 5	9	-0.2	1	0.9	2.7	-2.4	-2	-7	1.1	2
O=C(CSc1cn(CC(=O)N2CCCCC2)c2ccccc12)NCC1CCCO1 (stereo unspecified)
 : -7	10	-0.3	1.1	0.9	0.0	-0.5	-11	-8	1	3
COc1cc2c(cc1OC)C[N+](C)(C)CC2
 : -2	2	-0.1	1	1	-0.1	-0.5	2	-5	0.9	8
O=C(NCc1cccnc1)c1ccc(N2CCOCC2)c([N+](=O)[O-])c1
 : 2	-4	0.2	0.9	1	2.7	-0.2	-5	-7	0.9	2
CC(C)(C)c1ccc(C(=O)NNC(=O)C(=O)N2CCCCC2)cc1
 : -7	7	0.1	1	0.9	-0.3	4.3	/	-4	1	7
CCOC(=O)CNC(=O)c1nn(-c2cccc(OC)c2)c(=O)c2ccccc12
 : -3	8	0.2	0.9	0.9	0.5	-2.5	-22	12	0.9	4
N#CC(C#N)=c1ccc2c(c1)NC1(CCCCC1)N=2
 : 100*	30	0.2	0.5	0.7	6.8	1.4	25	10	0.7	7
CCOC(=O)c1nn(-c2ccccc2C)c(=O)c(C#N)c1C
 : -4	20	0.1	1	0.8	-0.9	-0.1	/	0	1	4
O=C(CSc1nnc(-c2ccccc2Cl)o1)Oc1ccc(Br)cc1
 : 3	2	0.2	1	1	3.0	0.8	/	7	1.1	7

Pulled one by one from the entries so far (5):
Order of values – L major viab	Diaph inh CS	Hsp70 act	PMI act hi M6P	Diaphorase act	RAM network inh	Redox H2O2 prof	S1P3 antag	TLR4-MyD88 BLA	PMI activator	G6PDH counter
CC(C)(C)c1ccc(C(=O)NNC(=O)C(=O)N2CCCCC2)cc1
 : -7	7	0.1	1	0.9	-0.3	4.3	/	-4	1	7
CCOC(=O)C1CCN(c2cc(=O)n(C3CCCCC3)c(=O)[nH]2)CC1
 : -3	10	0.0	0.8	0.9	5.2	1.3	-56	8	0.9	14
COc1ccc(-c2nc3c4ccccc4ccn3c2C=O)cc1
 : 1	/	-0.3	/	/	3.0	12	10	3	/	8
O=C(CSc1cn(CC(=O)N2CCCCC2)c2ccccc12)NCC1CCCO1 (stereo unspecified)
 : -7	10	-0.3	1.1	0.9	0.0	-0.5	-11	-8	1	3
CCOC(=O)c1nn(-c2ccccc2C)c(=O)c(C#N)c1C
 : -4	20	0.1	1	0.8	-0.9	-0.1	/	0	1	4

Complete entries, looked up by structure. Screens in order: L major viab, Diaph inh CS, Hsp70 act, PMI act hi M6P, Diaphorase act, RAM network inh, Redox H2O2 prof, S1P3 antag, TLR4-MyD88 BLA, PMI activator, G6PDH counter
CCOC(=O)N1CCN(C(=O)c2cn(CC)c3ccc(S(=O)(=O)N4CCC(C)CC4)cc3c2=O)CC1 in the list: -7, 0, -0.2, 1.1, 1, 0.0, 1.0, -6, -9, 1.2, 9
CCOC(=O)c1nn(-c2ccccc2C)c(=O)c(C#N)c1C in the list: -4, 20, 0.1, 1, 0.8, -0.9, -0.1, /, 0, 1, 4
